ATXN2 expr inh – ATXN2 expression inhibition; HEK-293 ATXN2-luciferase reporter, luminescence, 24 h; Potency, µM (top dose mostly 57 µM), without a hit: at the top dose activity change, negative = inhibition, actives largely listed as inhibitors; 360,000 tested, 0.72% active; note: potency is the fitted concentration of half-maximal effect; % is set by controls: 0 for no effect and ±100 for the full control effect; nearly all actives have a fitted effect of over 55% in size
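ATXN2-luciferase reporter cells (luciferase flanked by upstream and downstream ATXN2 gene portions) were treated 24 h at 37 °C with compounds at up to 57 uM. SteadyGlo luminescence gave expression; GF-AFC fluorescence gave viability.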
WRN inhibitor – blocks human WRN helicase | 360,000 tested, 0.46% active | Q14191 | Potency, µM (highest dose often 114 µM), for the others: top-dose activity change, negative = inhibition, actives largely listed as inhibitors | WRN helicase unwinding, fluorescent forked duplex, kinetic; note: potency is the fitted concentration of half-maximal effect; % is set by controls: 0 for no effect and ±100 for the full control effect; nearly all actives have a fitted effect of over 55% in size
Target sequence (Q14191 whole entry, looked up): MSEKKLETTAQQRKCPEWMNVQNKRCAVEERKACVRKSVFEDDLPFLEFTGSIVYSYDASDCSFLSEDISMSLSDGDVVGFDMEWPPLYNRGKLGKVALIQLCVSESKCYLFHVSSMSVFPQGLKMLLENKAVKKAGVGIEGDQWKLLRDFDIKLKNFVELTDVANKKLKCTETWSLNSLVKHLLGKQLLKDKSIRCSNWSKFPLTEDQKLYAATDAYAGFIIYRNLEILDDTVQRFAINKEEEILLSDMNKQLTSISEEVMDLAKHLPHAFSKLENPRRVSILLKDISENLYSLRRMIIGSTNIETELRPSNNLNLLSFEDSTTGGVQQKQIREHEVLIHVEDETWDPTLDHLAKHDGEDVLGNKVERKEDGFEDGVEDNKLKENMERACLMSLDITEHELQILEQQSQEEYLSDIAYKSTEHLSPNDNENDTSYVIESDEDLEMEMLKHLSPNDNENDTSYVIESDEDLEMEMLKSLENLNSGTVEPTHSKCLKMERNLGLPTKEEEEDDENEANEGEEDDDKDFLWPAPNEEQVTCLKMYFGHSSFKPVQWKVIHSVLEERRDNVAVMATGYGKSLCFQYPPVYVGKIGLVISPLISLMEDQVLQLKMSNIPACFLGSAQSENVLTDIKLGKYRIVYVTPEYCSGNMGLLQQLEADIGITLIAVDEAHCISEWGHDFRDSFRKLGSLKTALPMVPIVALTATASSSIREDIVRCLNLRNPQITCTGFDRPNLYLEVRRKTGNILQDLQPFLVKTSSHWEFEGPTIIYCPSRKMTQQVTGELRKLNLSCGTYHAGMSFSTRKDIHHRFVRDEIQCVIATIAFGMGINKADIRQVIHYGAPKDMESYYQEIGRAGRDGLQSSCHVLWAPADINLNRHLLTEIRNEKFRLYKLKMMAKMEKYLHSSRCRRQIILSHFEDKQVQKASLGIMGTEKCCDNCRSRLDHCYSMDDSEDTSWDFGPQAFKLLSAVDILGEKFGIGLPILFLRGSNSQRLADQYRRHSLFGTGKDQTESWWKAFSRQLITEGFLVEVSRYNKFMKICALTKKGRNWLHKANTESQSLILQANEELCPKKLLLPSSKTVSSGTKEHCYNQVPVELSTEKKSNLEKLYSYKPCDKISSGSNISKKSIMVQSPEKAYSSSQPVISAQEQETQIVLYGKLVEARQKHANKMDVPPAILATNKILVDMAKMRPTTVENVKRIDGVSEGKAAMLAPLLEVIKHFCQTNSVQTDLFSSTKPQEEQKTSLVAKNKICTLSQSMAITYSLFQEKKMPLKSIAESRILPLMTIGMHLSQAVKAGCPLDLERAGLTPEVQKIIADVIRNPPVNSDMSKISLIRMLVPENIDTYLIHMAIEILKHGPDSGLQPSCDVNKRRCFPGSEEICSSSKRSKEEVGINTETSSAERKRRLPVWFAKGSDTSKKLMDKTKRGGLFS
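Screening of the MLSMR collection measured strand separation of a quenched forked DNA duplex (100 nM) by 20 nM WRN with 2 mM ATP, all final. Compounds were preincubated with enzyme 15 min at room temperature.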
SW480 rereplic – DNA re-replication induction in SW480 cells; SW480 DNA re-replication, Hoechst DNA content imaging, 48 h; Potency, µM (top dose mostly 46.1 µM), without a hit: at the top dose re-replication activation, usual class: activators; 340,000 tested, 1.8% active; note: potency is the fitted concentration of half-maximal effect; % of control where 0% means no effect; nearly all actives have a fitted effect of over 55% in size
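Image-based DNA-content assay: after two days of treatment, nuclei were labelled with the DNA dye Hoechst and imaged, and hits were compounds raising the count of nuclei showing high fluorescence intensity.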
KB-3-1 cytotox – kills parental KB-3-1 adenocarcinoma cells | KB-3-1 viability, CellTiter-Glo ATP luminescence, 72 h | Potency, µM (top dose mostly 46.1 µM), for the others: top-dose activity change, negative = cytotoxic, most hits filed as cytotoxic | 400,000 tested, 1.4% active; note: potency is the fitted concentration of half-maximal effect; % is set by controls: 0 for no effect and ±100 for the full control effect; nearly all actives have a fitted effect of over 60% in size
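KB-3-1 parental drug-naive adenocarcinoma cells in DMEM/10% FBS, incubated 72 h at 37 C with pin-transferred compounds across a concentration series. Viability by CellTiter-Glo luminescence; concentration-response curves fitted after normalization.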
HT1080 IDH1KD tx – HT-1080 IDH1 knockdown cell toxicity (counter line) | HT-1080 IDH1 knockdown viability, ATP luminescence, 48 h | Potency, µM (highest dose often 46.1 µM), without a hit: at the highest dose activity, negative = toxicity, actives largely listed as cytotoxic | 360,000 tested, 2% active | AID 686971;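 note: potency is the fitted concentration of half-maximal effect; 0% = DMSO wells and -100% = cell-free medium wells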
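Using the IDH1-knockdown HT-1080 line run in the same batch and compound series as the NT line, viability after 48 h at 37 °C was determined by CellTiter-Glo luminescence and expressed as % activity.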
HT1080NT lethal – kills 2HG-producing HT-1080-NT fibrosarcoma cells | HT-1080-NT fibrosarcoma viability, CellTiter-Glo ATP luminescence, 48 h | Potency, µM (top dose mostly 46.1 µM), inactives show top-dose activity, negative = less viability, actives largely listed as cytotoxic | 360,000 tested, 1.6% active | AID 686970;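 note: NT is the 2HG producing partner of a matched IDH1 knockdown line; potency is the fitted concentration of half-maximal effect; 0% = DMSO-treated cells and -100% = media-only wells without cells; nearly all actives have a fitted effect of over 55% in size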
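Luminescent CellTiter-Glo readout after 48 hours of compound exposure at 37 degrees C defined viability of HT-1080-NT cells. Activity was normalized to DMSO wells and cell-free media wells; concentration-response curves were fitted and assigned curve classes.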
MCF10A rereplic – DNA re-replication induction in MCF 10a cells. Potency, µM (titrated, usually from 46.1 µM), without a hit: at the highest dose activity, positive = re-replication, most hits filed as activators. MCF 10A DNA re-replication, Hoechst nuclear intensity, 48 h. 350,000 tested, 2.9% active; note: potency is the fitted concentration of half-maximal effect; % of control where 0% means no effect; nearly all actives have a fitted effect of over 50% in size
KB-V1 cytotox – KB-V1 MDR subline cytotoxicity. AID 1347076. KB-V1 MDR cells viability, CellTiter-Glo, 72 h. Potency, µM (top dose mostly 46.1 µM), for inactives: at the highest dose activity change, negative = cytotoxicity, most hits filed as cytotoxic. 400,000 tested, 3.4% active; note: potency is the fitted concentration of half-maximal effect; % is set by controls: 0 for no effect and ±100 for the full control effect; nearly all actives have a fitted effect of over 60% in size
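KB-V1 MDR subline cells in DMEM (phenol-red free, 10% FBS) exposed to compounds in qHTS concentration series for 72 h at 37 degrees C. Viability read by CellTiter-Glo luminescence; concentration-effect curves fitted after normalization and correction.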
IL-1B inflam inh – inflammasome signaling inhibition, IL-1 beta readout; THP-1 LPS/ATP IL-1B secretion, AlphaLISA, 16 h; active compounds read low; activity change, % at 57.5 µM; 360,000 tested, 4.7% active; AID 743279; in the data active = activity change below about -50%; inconclusive = mostly about -30% to -49%; note: % is set by controls: 0 for no effect and ±100 for the full control effect
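Secreted IL-1B measured by AlphaLISA bead assay after 16 h compound exposure of THP-1 cells; compounds (final up to 57.5 uM) added 1 h before LPS (250 ng/mL) and ATP (1.25 mM) stimulation; lower signal means less secretion.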
Starred values were filed as active, the others as inactive; ? = inconclusive; · = not tested or not shown; & = joins results of further samples; [ ] = dose if it differs, or a comment. Unless noted, calls come from the whole dose curve; as a rule, active = well fitted curve in the direction sought with a large enough effect; inconclusive = small, poorly fitted or top-dose-only effect, or another doubt; inactive = no such curve, though single readings can be large; an effect the other way counts as inactive or inconclusive. This is a random part of the collection; any-hit rate near 12%.

item	molecule	KB-3-1 cytotox	WRN inhibitor	SW480 rereplic	ATXN2 expr inh	KB-V1 cytotox	HT1080 IDH1KD tx	MCF10A rereplic	HT1080NT lethal	IL-1B inflam inh
1	Cc1nnc(NC(=O)CSc2ccc3nnc(-c4ccccn4)n3n2)s1	7%	8%	4%	·	?	0%	-1%	-3%	0
2	CCN(CC)C(=O)CSc1nc(N)c(-c2ccccc2)c(=O)[nH]1	11%	0%	-6%	-21%	0%	24%	-4%	16%	7
3	CC1CCCN(c2nc3c(c(=O)[nH]c(=O)n3C)n2Cc2ccccc2Cl)C1 (stereo not given)	1%	-9%	-10%	-35%	-25%	0%	-4%	-13%	7
4	O=C(CCc1ccccc1)Nc1nc2nc(-c3ccccc3)cc(=O)n2[nH]1	-1%	-22%	-1%	-6%	12%	19%	14%	21%	5
5	Cc1cc(C)c2c(N)c(C(=O)N/N=C/c3ccccc3)sc2n1	3%	-1%	13µM*	·	-15%	12%	9.2µM*	?	-19
6	COc1ccc2c(c1)Cc1sc(NC(=O)c3ccco3)nc1-2	8%	-18%	-5%	105%[activator]	6%	-7%	15%	1%	-8
7	CN/C=C1\C(=O)C(C)(C)Oc2ccc3ccc(=O)oc3c21	19%	-4%	-7%	-10%	-14%	-1%[9.24 µM]	0%	-11%	-8
8	Cc1cc(OCc2cccc(S(=O)(=O)N3CCOCC3)c2)ccc1Cl	-13%	-2%	-15%	·	-16%	0%	5%	-8%	15
9	O=C(C1CCCCN1S(=O)(=O)c1ccccc1[N+](=O)[O-])N1CCCC1 (stereo not given)	3%	-8%	7%	-21%	-31%	-11%	-1%	-4%	?
10	O=C(c1cn(-c2ccccc2)nc1-c1cccnc1)N1CCN(S(=O)(=O)c2cccc(F)c2)CC1	-15%	-14%	3%	·	-14%	-4%	-1%	-1%	-9
11	CCOC(=O)c1c(C)nc2ccccc2c1-c1ccccc1	1%	?	-2%	-16%	?	-16%	16%	-3%	-1
12	Cn1c(=O)c2c(ncn2CC(=O)N2CCN(S(=O)(=O)c3ccc(F)cc3)CC2)n(C)c1=O	16%	9%	-16%	7%	?	-1%	-4%	2%[9.24 µM]	26
13	Nc1ncnc2c1ncn2[C@H]1CC[C@@H](CO)O1	0%	-1%	-12%&4%	3%	12%	16%	?	?	-3
14	C/C(CC(=O)Nc1cccc(Cl)c1C)=N\NC(=O)C(=O)NCC(C)C	9%	-3%	-8%	-5%	-6%	11%	-4%	-2%	0
15	CCOC(=O)N1CCN(CC(O)COc2ccccc2C(C)C)CC1 (stereo not given)	-9%	-1%	10%	-7%	?	-3%	-1%	-1%	-10
16	COC(=O)c1cc(S(=O)(=O)N(C)C2CCCCC2)oc1C	8%	-32%	-11%	-20%	0%	10%	-3%	11%	0
17	CC1CCN(CCNC(=O)C2CCN(S(=O)(=O)c3cccc4nsnc34)CC2)CC1	-4%	-6%	1%	-9%	0%	-2%	6%	-3%	-28
18	Cc1cc(F)ccc1NC(=O)C(C)n1c2ccccc2c2nc(=O)cc(C)n21 (stereo not given)	-1%	6%	0%	8%	0%	18%	4%	9%	26
19	CN(C(=O)CSc1nc2c(c(=O)[nH]1)CCC2)c1ccccc1	-1%	4%	-59%[inhibitor]	·	-7%	1%	14%	0%	4
20	CCC(c1nnnn1C(C)(C)C)N1CCN(C(=O)c2ccco2)CC1 (stereo not given)	2%	-3%	-12%	0%	-7%	13%	-7%	22%	5
21	O=C1NC(=O)C(Cc2ccccc2)(c2ccccc2)N1 (stereo not given)	6%	12%	-15%	0%	0%	5%	-13%	-1%	3
22	O=C(CSc1nnc(-c2ccco2)o1)NC(=O)Cc1ccccc1	-5%	-17%[57.1 µM]	1%	-2%	2%	1%	-4%	-2%	13
23	COc1ccc2c(c1OC)C(=O)OC2CC(=O)c1ccc(N(C)C)cc1 (stereo not given)	-7%	0%	-5%	4%	16%	5%	-5%	7%	3
24	CCOC(=O)Nc1nc2ccc(Cn3cccc3)cc2[nH]1	0.58µM*	6%	1.3µM*	10%	1.2µM*	?	3.3µM*	3.3µM*	29
25	C[C@H](CO)N1C[C@H](C)[C@@H](CN(C)S(=O)(=O)c2ccc(Oc3ccccc3)nc2)OCc2cn(nn2)CCCC1=O	12%	-3%	·	-2%	11%	-1%	·	1%	24
26	O=C(Nc1ccc(Cl)c(Cl)c1)Nc1ccccc1NS(=O)(=O)c1cccs1	4%	-31%[57.1 µM]	-4%	-2%[11.3 µM]	-1%	0%	1%	1%	19
27	COc1ccc(N2CCN(C(=O)c3ccc4ccccc4n3)CC2)cc1	-16%	-3%	14%	-12%	-4%	-1%	0%	-3%	0
28	Nc1ccc2nc(Cc3ccccc3)[nH]c2c1	-8%	4%	?	19%	2%	-4%	4%	-13%	28
29	Nn1c(-c2ccccc2)nc2ccccc2c1=O	6%	2%	0%	-1%[11.3 µM]	?	3%	-3%	0%	19
30	Cc1nc(SCC(=O)Nc2ccc3c(c2)OCCO3)c2oc3ccccc3c2n1	1%	-9%	-1%	-20%	16µM*	-14%	103%	6%	-10
31	Cc1ccc(NS(=O)(=O)c2c(C(=O)N3CCCCCC3)c(C)n(C)c2C)cc1C	-21%	3%	-1%	8%	-13%	2%	5%	4%	-22
32	CC(=O)Nc1ccc(S(=O)(=O)NCCSCc2c(Cl)cccc2Cl)cc1	9.2µM*	-3%	6%	-14%	5.8µM*	?	23µM*	-16%	-66*
33	CCOc1ccc(C2/C(=C(\O)c3ccc4c(c3)OCCO4)C(=O)C(=O)N2CCN2CCOCC2)cc1OC (stereo not given)	7%	1%	-3%	9%	?	8%	-4%	-1%	8
34	COCCN(C(=O)Cc1cccs1)C(C(=O)NCc1ccc(OC)cc1)c1ccccc1 (stereo not given)	-12%	-13%	0%	-3%	-3%	0%	-35%[inhibitor]	-1%	-11
35	COc1ccc(S(=O)(=O)/N=C2/NC(=O)/C(=C/c3ccco3)S2)cc1	-3%	?	10%	-18%	-2%	0%	-1%	7%	0
36	N#CC(C#N)=C(N)/C(C#N)=C/c1cc(O)c(O)c(O)c1	0%	?	-2%	-14%	1%	-26%	-40%[inhibitor]	-26%	-7
37	COc1ccc(-c2nc3ccccc3c(=O)n2NC(=S)N(C)C)cc1	7%	-33%	1%	16%	-25%	4%	-1%	4%	-9
38	CSc1nc2sc3c(c2c(=O)n1C)CCC3	23%	-2%	-1%	-5%	3%	2%	5%	7%	-8
39	CCNc1nc(NC(C)(C)C)nc(N2CCCC2)n1	?	-5%[57.1 µM]	23%	-24%	?	?	29%	-9%	27
40	O=C(NCCCN1CCCCC1)C1CCCN(c2ncnc3c2nc2n3CCCCC2)C1 (stereo not given)	6%	-3%	3%	-9%	0%	18%	23%	14%	-8
41	COc1ccccc1-n1cnc2cc(NCc3ccco3)ccc21	0.58µM*	4%	1.5µM*	17%	2.6µM*	?	2.1µM*	5.2µM*	-4
42	O=C(CCC(=O)Nc1ccc(Br)cc1)N/N=C/c1ccc(O)cc1	8%	0%	22%	·	?	-10%	12%	-10%	1
43	CC1(C(=O)Nc2cnc3ccccc3c2)CCN1Cc1ccccc1OC(F)F (stereo not given)	-17%	-6%	·	?	?	?	·	?	·
44	CS(=O)(=O)c1cccc(-c2nnc(NC(=O)c3ccc(S(=O)(=O)N4CCCC4)cc3)o2)c1	-5%	-6%	0%	4%	2%	1%	18%	5%	-3

Shown with two lines to a compound: 6 of the compounds above
The line under a structure holds: KB-3-1 cytotox, WRN inhibitor, SW480 rereplic, ATXN2 expr inh, KB-V1 cytotox, HT1080 IDH1KD tx, MCF10A rereplic, HT1080NT lethal, IL-1B inflam inh
29) Nn1c(-c2ccccc2)nc2ccccc2c1=O
 : 6%, 2%, 0%, -1%[11.3 µM], ?, 3%, -3%, 0%, 19
30) Cc1nc(SCC(=O)Nc2ccc3c(c2)OCCO3)c2oc3ccccc3c2n1
 : 1%, -9%, -1%, -20%, 16µM*, -14%, 103%, 6%, -10
31) Cc1ccc(NS(=O)(=O)c2c(C(=O)N3CCCCCC3)c(C)n(C)c2C)cc1C
 : -21%, 3%, -1%, 8%, -13%, 2%, 5%, 4%, -22
32) CC(=O)Nc1ccc(S(=O)(=O)NCCSCc2c(Cl)cccc2Cl)cc1
 : 9.2µM*, -3%, 6%, -14%, 5.8µM*, ?, 23µM*, -16%, -66*
33) CCOc1ccc(C2/C(=C(\O)c3ccc4c(c3)OCCO4)C(=O)C(=O)N2CCN2CCOCC2)cc1OC (stereo not given)
 : 7%, 1%, -3%, 9%, ?, 8%, -4%, -1%, 8
34) COCCN(C(=O)Cc1cccs1)C(C(=O)NCc1ccc(OC)cc1)c1ccccc1 (stereo not given)
 : -12%, -13%, 0%, -3%, -3%, 0%, -35%[inhibitor], -1%, -11

Screening data (PubChem BioAssay)
